# Compound activity deposited in PubChem BioAssay by National Center for Advancing Translational Sciences (NCATS).
# Rab9 promoter act: Rab9 promoter activation | Huh7 Rab9 promoter-luciferase reporter, luminescence, 24 h | 2.8% of 320,000 active | Potency, µM (top dose mostly 9.22 µM), for the others: at the highest dose activation, negative = inhibition, most hits filed as activators | AID 485297; also: potency is read from the fitted curve at half-maximal effect; % of control where 0% means no effect; nearly all actives have a fitted effect of over 60% in size
#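 Huh7 reporter line, Rab9 promoter upstream of luciferase. Compound exposure 24 h at 37 °C in reduced-serum medium with 10% FBS. Read-out: luminescence.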
# KCNH2 3.1 inh: blocks the human KCNH2 3.1 channel isoform; activity change, % (tested at about 1.8 µM); 0.95% of 340,000 active; U2OS KCNH2 3.1, thallium flux FluxOr; active compounds read low;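 active = maximum activity change below -70%; inconclusive = maximum activity change from -70% to -50%; inactive = maximum activity change above -50%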;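 also: thallium influx rate constant from kinetic fluorescence after stimulation buffer; % is scaled to controls: 0 for no effect and ±100 for the full control effect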
#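 U2OS cells transduced with KCNH2 3.1 mutant virus (1.77 x 10^8 /mL, 4 h), plated overnight at 37 C, loaded 45 min with FluxOr dye plus Red40 quencher. Thallium flux rate constant from kinetic reads after stimulation buffer, normalised to controls.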
# MBNL1-CUG inh: inhibitors of human MBNL1 binding to CUG repeat RNA. 0.036% of 280,000 active. TR-FRET MBNL1-His/biotin-(CUG)12 binding, 665/545 ratio. Q9NR56. Potency, µM (titrated, usually from 57.5 µM), for the others: at the top dose activity change, negative = inhibition, actives largely listed as inhibitors. AID 2675; active = well fitted inhibition curve with a large enough effect in the signal ratio, with a control signal flat, not every such curve was filed as active; inconclusive = small, poorly fitted or top-dose-only effect, or effect the other way, or a change in a side signal; inactive = no such curve, though single readings can be large or run the other way; the % refers to the signal ratio; also: potency is read from the fitted curve at half-maximal effect; % is scaled to controls: 0 for no effect and ±100 for the full control effect
#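 TR-FRET readout: Ex 340 nm, 665/545 nm emission ratio, normalized to buffer-only (basal) and MBNL1-(CUG)12 controls. Complex of MBNL1-His with Biotin-(CUG)12, compounds 92 nM–58 uM, incubated 60 min at room temperature.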
# FLuc counter: firefly luciferase modulation, counter-screen for miR-21 project. P08659. purified FLuc, Km substrates, luminescence inhibition. Potency, µM (doses to about 57.5 µM), inactives show at the top dose activity change, negative = inhibition, most hits filed as inhibitors. 6.9% of 360,000 active. AID 588342;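 also: potency is read from the fitted curve at half-maximal effect; plate controls were vehicle for no effect and reference inhibitor for full effect; nearly all actives have a fitted effect of over 55% in size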
#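 Purified P. pyralis luciferase (10nM final) with 10uM D-luciferin and 10uM ATP (Km levels) in 50mM Tris acetate pH 7.5, 10mM Mg acetate, 0.01% Tween-20, 0.05% BSA; qHTS 6-point titration, ~60 µM downward; luminescence read.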
# VP16 counter: Gal4-VP16 reporter inhibition counter-screen; Drosophila S2 Gal4-VP16 UAS-luciferase, luminescence, 20 h; Potency, µM (doses to about 53.6 µM), inactives show top-dose activity, negative = inhibition, most hits filed as inhibitors; 3.5% of 310,000 active; AID 2546;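 also: Gal4-VP16 expression switched on by copper sulfate through the metallothionein promoter; potency is read from the fitted curve at half-maximal effect; % is scaled to controls: 0 for no effect and ±100 for the full control effect; nearly all actives have a fitted effect of over 50% in size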
# NPC1 promoter act: activates the NPC1 promoter; 2.4% of 320,000 active; Potency, µM (titrated, usually from 9.22 µM), for the others: at the highest dose activation, actives largely listed as activators; Huh7 NPC1 promoter luciferase reporter, 24 h;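 also: potency is read from the fitted curve at half-maximal effect; % of control where 0% means no effect; nearly all actives have a fitted effect of over 60% in size; reporter is driven by a mutant NPC1 promoter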
#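 Huh7 reporter cells (NPC1 promoter driving luciferase) are dosed with compound for 24 h at 37 °C, 5% CO2; luciferase detection reagent is then added and luminescence measured after 10 min at ambient temperature.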
# Mito fusion act: inhibitors of mitochondrial division or activators of mitochondrial fusion | S. cerevisiae fusion-defective mutant growth rescue, CellTiterGlo 48 h | Potency, µM (top dose mostly 46.1 µM), for inactives: at the top dose growth rescue (activation), hits mostly activators | 0.23% of 320,000 active | AID 485298;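 also: potency is read from the fitted curve at half-maximal effect; % of control where 0% means no effect; nearly all actives have a fitted effect of over 45% in size; temperature-sensitive fusion mutants such as fzo1-1 at 37 °C on non-fermentable ethanol glycerol medium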
#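 S. cerevisiae fusion-defective temperature-sensitive mutants (e.g. fzo1-1, mgm1-5) grown 48 h at 37C in YPEG (ethanol/glycerol non-fermentable) medium with 23 nl compound per well; growth rescue read as CellTiterGlo luminescence.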
# RORgamma inh: ROR gamma (mouse) transcription inhibition. P51450. Drosophila S2 Gal4-RORgamma UAS-luciferase reporter, 20 h. Potency, µM (top dose mostly 53.6 µM), inactives show at the top dose activity change, negative = inhibition, hits mostly inhibitors. 5.4% of 310,000 active; also: potency is read from the fitted curve at half-maximal effect; % is scaled to controls: 0 for no effect and ±100 for the full control effect; nearly all actives have a fitted effect of over 60% in size
# Target sequence (P51450 whole entry, looked up, the tested form may be a part): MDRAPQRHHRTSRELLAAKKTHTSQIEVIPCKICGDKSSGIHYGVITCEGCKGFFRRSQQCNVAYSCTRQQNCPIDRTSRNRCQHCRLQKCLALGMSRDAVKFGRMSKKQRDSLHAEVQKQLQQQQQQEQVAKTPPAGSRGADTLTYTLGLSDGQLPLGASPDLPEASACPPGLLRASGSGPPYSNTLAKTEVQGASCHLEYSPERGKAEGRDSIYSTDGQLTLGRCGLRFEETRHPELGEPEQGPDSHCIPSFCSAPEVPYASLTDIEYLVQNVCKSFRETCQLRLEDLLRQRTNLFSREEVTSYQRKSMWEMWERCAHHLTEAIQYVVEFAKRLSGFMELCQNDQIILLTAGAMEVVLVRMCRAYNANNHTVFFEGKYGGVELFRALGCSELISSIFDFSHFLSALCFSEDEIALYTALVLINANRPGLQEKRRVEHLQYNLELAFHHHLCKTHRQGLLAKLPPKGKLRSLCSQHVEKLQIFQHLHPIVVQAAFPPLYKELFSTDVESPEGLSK
#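 Drosophila Schneider cells stably carrying a metallothionein-driven Gal4 DBD–ROR gamma fusion and a UAS-Photinus luciferase reporter were exposed to compound for 1 hr, then induced with copper sulfate (700 uM final) for 20 hr at ambient temperature before luminescence reading.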
# Menin MLL FP TR: menin-MLL binding inhibition, Texas Red mutant peptide. AID 1768. Potency, µM (titrated, usually from 61.6 µM), inactives show top-dose FP activity change, negative = inhibition, hits mostly inhibitors. 0.23% of 270,000 active. O00255. Menin + Texas Red MLL mutant peptide, fluorescence polarization; active = well fitted inhibition curve with a large enough effect in the polarisation, with a control signal flat, not every such curve was filed as active; inconclusive = small, poorly fitted or top-dose-only effect, or effect the other way, or a change in a side signal; inactive = no such curve, though single readings can be large or run the other way; the % refers to the polarisation; also: potency is read from the fitted curve at half-maximal effect; % of control where 0% means no effect; many of its hits are not listed in these tables
# PKM2 act: increases activity of human pyruvate kinase M2; purified PKM2, Kinase-Glo ATP luminescence, activation; response scale: 0% is enzyme alone, no compound; P14618; Potency, µM (doses to about 57.5 µM), for the others: at the top dose activation, most hits filed as activators; 0.34% of 260,000 active; also: potency is read from the fitted curve at half-maximal effect; % is scaled to controls: 0 for no effect and ±100 for the full control effect; nearly all actives have a fitted effect of over 55% in size
# Target sequence (P14618 whole entry, looked up): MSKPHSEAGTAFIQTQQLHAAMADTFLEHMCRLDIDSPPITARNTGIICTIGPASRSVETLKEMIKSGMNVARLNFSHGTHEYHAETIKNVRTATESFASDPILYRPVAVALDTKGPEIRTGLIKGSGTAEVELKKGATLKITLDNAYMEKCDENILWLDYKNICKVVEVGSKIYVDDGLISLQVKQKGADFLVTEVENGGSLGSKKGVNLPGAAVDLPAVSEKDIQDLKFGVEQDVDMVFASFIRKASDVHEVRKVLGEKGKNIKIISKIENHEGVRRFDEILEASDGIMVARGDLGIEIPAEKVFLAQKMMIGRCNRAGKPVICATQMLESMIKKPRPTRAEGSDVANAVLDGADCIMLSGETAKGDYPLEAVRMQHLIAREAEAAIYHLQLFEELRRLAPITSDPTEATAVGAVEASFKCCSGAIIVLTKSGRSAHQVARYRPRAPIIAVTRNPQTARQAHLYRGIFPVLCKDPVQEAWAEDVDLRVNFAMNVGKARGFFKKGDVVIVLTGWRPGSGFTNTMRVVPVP
#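 Purified hPK-M2 (>95% pure) converted ADP (0.1 mM final) to ATP with 0.5 mM PEP in 50 mM imidazole pH7.2, KCl, MgCl2, Tween 20, BSA; 1 h at room temperature. ATP detected by Kinase-Glo luminescence.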
# ELG1 DNA repair: ELG1-dependent DNA repair inhibition. AID 504467. 2.3% of 330,000 active. Potency, µM (series often up to 46.1 µM), inactives show top-dose activity change, negative = inhibition, usual class: inhibitors. HEK293T ELG1-luciferase reporter, luminescence, 16 h; DNA damage induced by 5-fluorouridine; also: potency is read from the fitted curve at half-maximal effect; % is scaled to controls: 0 for no effect and ±100 for the full control effect; nearly all actives have a fitted effect of over 55% in size
#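 In this reporter screen, reduction of luminescence relative to DMSO vehicle indicated activity. Compounds and 5-fluorouridine were added together to 2,000 cells per well, incubated for 16 hr at 37 °C, then developed with ONE-Glo.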
# Active calls of the source: *; ? = inconclusive; / = not tested or not shown; [ ] = dose if it differs, or a comment. Unless noted, calls follow the shape of the dose curve; as a rule, active = well fitted curve in the direction sought with a large enough effect; inconclusive = small, poorly fitted or top-dose-only effect, or another doubt; inactive = no such curve, though single readings can be large; an effect the other way counts as inactive or inconclusive.
SMILES,Rab9 promoter act,KCNH2 3.1 inh,MBNL1-CUG inh,FLuc counter,VP16 counter,NPC1 promoter act,Mito fusion act,RORgamma inh,Menin MLL FP TR,PKM2 act,ELG1 DNA repair
O=C(CC1C(=O)NCCN1Cc1cccc(Oc2ccccc2)c1)NCCCn1cccn1 (stereo unspecified),3%,6,-10%,4%,-6%,0%,-2%,30%,-20%,27%,12%
O=C(N/N=C/c1ccc(-c2ccc(S(=O)(=O)Nc3ncccn3)cc2)o1)c1cc2ccccc2cc1O,1%,-4,7%,21µM*,6%,0%,1%,1%,?,9%,-8%
CCN(CC)C(=O)COc1ccc(/C=C(\C#N)S(=O)(=O)c2ccccc2)cc1OC,-2%,-3,5%,8%,4%,-2%,0%,0%,0%,14%,4%
COc1ccc(C)cc1S(=O)(=O)N(CC(=O)NCc1ccco1)c1ccc(C)cc1,7%,-5,-3%,4%,7%,-5%,-2%,19%,2%,6%,0%
CC1=NN(c2ccccc2)C(=O)/C1=C/c1cc2cc(C)ccc2nc1N1CCCCC1,?,/,-6%,?,15%,?,-10%,35%,-14%,-8%,?
CC1(C)CC(=O)C(CC2=C(O)CC(C)(C)CC2=O)C(=O)C1,9%,1,-3%,1%,-6%,2%,2%,-5%,10%,9%,4%
CN(C(=O)Nc1ccc(Cl)c(Cl)c1)c1ccccc1C(=O)O,-3%,0,1%[11.5 µM],?,-4%,2%,18µM*,-2%,6%,3%,-6%
COc1ccc2[nH]c(C(=O)Nc3ncc(C)cc3Br)cc2c1,14%,4,/,19µM*,-13%,0%,-1%,37%,/,-1%,-20%
COc1cccc(/C(O)=C2/C(=O)C(=O)N(CCCN(C)C)C2c2cccc(Cl)c2)c1 (stereo unspecified),3%,/,1%,0%,-1%,2%,-1%,25%[10 µM],2%,-5%,4%
CCOCCCN(C(=O)c1snc(C(N)=O)c1N)C(C(=O)NC1CCCC1)c1ccc(O)cc1 (stereo unspecified),1%,10,?,0%,16%,1%,-3%,20%,-1%,6%,-1%
O=C(NCC1CCCO1)c1ccc2ccccc2n1 (stereo unspecified),20%,0,8%,?,0%,14%,1%,14%,/,-7%,?
O=C(CN(Cc1ccco1)C(=O)Cn1nnc(-c2cccs2)n1)NCC1CCCO1 (stereo unspecified),-7%,-11,-11%,1%,13%,-1%,-5%,15%,2%,5%,-4%
CCN1CCN(CC(=O)c2c(C)n(C)c3ccc(OC)cc23)CC1,-4%,-7,3%,0%,3%,-4%,2%,-29%,2%,0%,-8%
O=C(O)CNC(=O)c1ccc2c(c1)OCCO2,-2%,-19,7%,0%,-8%,15%,1%,-11%,10%,-2%,-2%
COc1ccc(S(=O)(=O)NCc2ccncc2)cc1NC(=O)c1ccc(Cl)cc1,-8%,-42,/,-2%,/,-8%,9%,/,/,/,?
CCOc1ccc(NC(=O)C2CCCN(c3nc(C)cc(C)n3)C2)cc1 (stereo unspecified),-4%,-22,0%,1%,-20%,0%,-2%,-25%,/,/,11%
Cc1ccccc1-n1c(=O)cc(N2CCc3ccccc32)[nH]c1=O,0%,?,-9%,2%,-13%,2%,6%,?,?,-3%,18%
Cc1ccccc1OCC(=O)NNC(=O)c1ccc(-c2ccccc2)cc1,-15%,-13,-11%,0%,-8%[0.365 µM],-1%,1%,?,?,2%,7%
Cc1ccc(/C=N/NC(=O)c2cc(-c3cccnc3)nc3ccccc23)cc1,-14%,-22,2%,-17%,-6%,-26%,-1%,-22%,7%,6%,-13%
Cc1nnc(SCC(=O)N(CC(C)C)c2c(N)n(Cc3ccccc3)c(=O)[nH]c2=O)n1N,-2%,-3,/,1%,/,-1%,2%,/,/,/,?
CCc1ccccc1Nc1ccc(C(=O)O)cc1N,?,15,12%,?,?,27%,24%,-28%,-2%,-5%,?
COc1cc(NC(=O)c2cc(-c3cccnc3)nc3ccc(C)cc23)c(OC)cc1Cl,-3%,/,1%,3%,-7%[0.365 µM],3%,3%,39%,-12%,4%,?
O=C(CSc1nc2ccccc2c(=O)n1-c1ccc(F)cc1F)Nc1ccc(N2CCOCC2)cc1,4%,1,-19%,-3%,4%,-4%,-9%,?,-10%,2%,-15%
COC(=O)c1cccc(N2C(=O)c3cccnc3C2=O)c1,1%,-3,?,-1%,-7%,5%,10%,-6%,-3%,-4%,-24%
CCCCCCSc1ccc(-c2nc3ccc(C)cn3c2NCc2ccccc2)cc1OC,1%,-91*,/,-2%,/,-2%,8%,/,/,/,?

# Ordered by the number under Rab9 promoter act (falling): some entries from above.
Molecule | Rab9 promoter act
CCCCCCSc1ccc(-c2nc3ccc(C)cn3c2NCc2ccccc2)cc1OC | 1%
CCN(CC)C(=O)COc1ccc(/C=C(\C#N)S(=O)(=O)c2ccccc2)cc1OC | -2%
O=C(CN(Cc1ccco1)C(=O)Cn1nnc(-c2cccs2)n1)NCC1CCCO1 (stereo unspecified) | -7%
COc1ccc(S(=O)(=O)NCc2ccncc2)cc1NC(=O)c1ccc(Cl)cc1 | -8%

# Two neighbouring compounds already listed, quoted:
SMILES,Rab9 promoter act,KCNH2 3.1 inh,MBNL1-CUG inh,FLuc counter,VP16 counter,NPC1 promoter act,Mito fusion act,RORgamma inh,Menin MLL FP TR,PKM2 act,ELG1 DNA repair
O=C(CN(Cc1ccco1)C(=O)Cn1nnc(-c2cccs2)n1)NCC1CCCO1 (stereo unspecified),-7%,-11,-11%,1%,13%,-1%,-5%,15%,2%,5%,-4%
CCN1CCN(CC(=O)c2c(C)n(C)c3ccc(OC)cc23)CC1,-4%,-7,3%,0%,3%,-4%,2%,-29%,2%,0%,-8%

# (next part)
SMILES,Rab9 promoter act,KCNH2 3.1 inh,MBNL1-CUG inh,FLuc counter,VP16 counter,NPC1 promoter act,Mito fusion act,RORgamma inh,Menin MLL FP TR,PKM2 act,ELG1 DNA repair
CCOc1cc(CN2CCCC(CO)(Cc3ccc(F)cc3F)C2)ccc1OC (stereo unspecified),-2%,-12,-12%,-1%,-4%,-47%[inhibitor],-8%,10%,?,0%,-8%
CCOC(=O)c1c(S(=O)(=O)N(C)Cc2ccccc2)c(C)n(C)c1C,-2%,0,-2%,0%,1%,2%,-12%,-2%,-19%,/,-1%
Cc1onc(-c2ccccc2Cl)c1C(=O)N1CCc2ccccc2C1,/,1,-18%,3%,17%,/,10%,?,-22%,17%,/
COc1cccc(CN(C)C(=O)/C=C/c2ccc(S(=O)(=O)N3CCCCCC3)cc2)c1,-4%,-23,17%,-1%,-11%,-2%,-11%,42%,/,-2%,?
Cn1nnnc1SCC(=O)Nc1cc(S(=O)(=O)N2CCCC2)ccc1Cl,-2%,2,-4%,-1%,-5%,-3%,3%,0%,-11%,6%,8%
Cc1ccc(C2OC(=O)c3ccccc32)cc1 (stereo unspecified),3%,-1,-7%,-3%,-18%,1%,-5%,16%,-6%,8%,1%
Cc1cccc(C)c1NC(=O)COC(=O)c1cc[n+]([O-])cc1,-1%,-2,/,6%,/,-8%,-8%,/,/,/,?
Cc1ccc(S(=O)(=O)n2nc(C)c(Br)c2C)c(C)c1C,-3%,-10,-14%,2%,-17%,-6%,0%,23%,?,?,?
Cc1cccnc1NC(=O)CCn1c(=O)oc2ccccc21,-2%,25,-7%,-1%,-3%,-3%,3%,20%,/,-4%,14%
COCCN(C(=O)COC(=O)/C=C/c1ccccc1Cl)c1c(N)n(Cc2ccccc2)c(=O)[nH]c1=O,-1%,-2,/,0%,/,-5%,-2%,/,/,/,-5%
C=C(C)c1cccc(C(C)(C)NC(=O)Nc2ccc(Cl)cn2)c1,-1%,-23,-2%,1%,-4%,-6%,?,?,-6%,-3%,-17%
N#Cc1c(/N=C/c2ccc(-c3ccccc3C(=O)O)o2)sc2c1CCCC2,0.71µM*,-22,?,0.76µM*,12%,1.8µM*,-3%,-14%,16%,/,?
COc1cccc(S(=O)(=O)NCc2ccc(C(=O)NCC3CCCO3)cc2)c1 (stereo unspecified),-6%,-5,1%,3%,0%,4%,0%,0%,-4%,-4%,1%

# Not all compounds are listed; the hit share may differ from the screen's.
